# ELG1 genotox: genotoxicity induction in ELG1-luciferase HEK293T cells. HEK293T ELG1-luciferase reporter, luminescence, 16 h. AID 504466. Potency, µM (top dose mostly 46 µM), for inactives: top-dose activity change, positive = activation, actives largely listed as activators. hit rate 1.3% among 330,000; also: potency is read from the fitted curve at half-maximal effect; % of control where 0% means no effect; nearly all actives have a fitted effect of over 60% in size
#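 Genotoxic stress is detected as increased luminescence from luciferase-tagged ELG1 in HEK293T cells, measured with ONE-Glo after a 16 hr treatment at 37 °C.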
# BRCA1 expr act: BRCA1 expression activation. Potency, µM (doses to about 46.1 µM), for inactives: at the highest dose activation, usual class: activators. MCF7-BRCA1-FFLuc reporter, luminescence, 48 h; response scale: scaled: vehicle 0%, 10 µM genistein 100%. AID 624202. hit rate 1.1% among 380,000; also: potency is read from the fitted curve at half-maximal effect; nearly all actives have a fitted effect of over 80% in size; some results filed as inactive show a strong effect at the top dose
#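 Quantitative HTS in MCF7 cells stably reporting BRCA1 expression via firefly luciferase. Compound treatment lasts 48 h at 37 °C in phenol-red free MEM. Activation is expressed relative to genistein at 10 microM and DMSO.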
# p53 reactivation: restores transcriptional activity of mutant p53; H1299 p53-A138V BP100-luciferase reporter, luminescence, 24 h; Potency, µM (top dose mostly 92.2 µM), inactives show at the highest dose activity change, positive = activation, actives largely listed as activators; hit rate 0.063% among 320,000; AID 504706; also: potency is read from the fitted curve at half-maximal effect; % of control where 0% means no effect; nearly all actives have a fitted effect of over 45% in size
#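 H1299 (p53-null), stable ts p53-A138V + BP100-Luc; 1000 cells/well, Opti-MEM/10% FBS; cpd 4 pt, 1:5; 24 h, 37 deg C, 5% CO2; detection reagent 10 min RT; luminescence.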
# RORgamma inh: blocks mouse ROR gamma transcriptional activity; P51450; Drosophila S2 Gal4-RORgamma UAS-luciferase reporter, 20 h; Potency, µM (series often up to 53.6 µM), for inactives: at the top dose activity change, negative = inhibition, most hits filed as inhibitors; hit rate 5.4% among 310,000; also: potency is read from the fitted curve at half-maximal effect; % is scaled to controls: 0 for no effect and ±100 for the full control effect; nearly all actives have a fitted effect of over 60% in size
#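 ROR gamma transcriptional activity was tracked as Gal4-UAS luciferase output in stably transfected Drosophila Schneider cells, with compound added 1 hr before 700 uM copper sulfate induction and a 20 hr ambient-temperature incubation.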
# FLuc modulator: counter-screen for miR-21 project: firefly luciferase inhibitors or activators | purified FLuc, Km substrates, luminescence inhibition | Potency, µM (doses to about 57.5 µM), for the others: at the top dose activity change, negative = inhibition, usual class: inhibitors | hit rate 6.9% among 360,000 | AID 588342;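 also: potency is read from the fitted curve at half-maximal effect; plate controls were vehicle for no effect and reference inhibitor for full effect; nearly all actives have a fitted effect of over 55% in size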
# Target sequence (P08659 whole entry, looked up): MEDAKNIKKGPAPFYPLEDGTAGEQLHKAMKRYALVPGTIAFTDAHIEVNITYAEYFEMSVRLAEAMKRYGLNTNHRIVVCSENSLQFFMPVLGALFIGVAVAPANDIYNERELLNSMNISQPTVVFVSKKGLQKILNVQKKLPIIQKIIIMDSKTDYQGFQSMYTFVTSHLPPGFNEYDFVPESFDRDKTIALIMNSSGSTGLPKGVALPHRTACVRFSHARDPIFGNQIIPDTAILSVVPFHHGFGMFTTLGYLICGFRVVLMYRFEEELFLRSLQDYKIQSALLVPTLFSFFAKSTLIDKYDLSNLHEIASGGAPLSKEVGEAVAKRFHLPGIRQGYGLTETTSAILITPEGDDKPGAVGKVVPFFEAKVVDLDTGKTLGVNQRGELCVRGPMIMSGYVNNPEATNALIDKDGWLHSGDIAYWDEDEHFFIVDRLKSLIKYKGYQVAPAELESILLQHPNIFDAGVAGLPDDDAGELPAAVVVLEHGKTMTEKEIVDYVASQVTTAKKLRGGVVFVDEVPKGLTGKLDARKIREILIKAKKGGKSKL
#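 Purified P. pyralis luciferase, 10 nM final, with Km-level 10 uM D-luciferin and 10 uM ATP in 50 mM Tris acetate pH 7.5, 10 mM Mg acetate, 0.01% Tween-20, 0.05% BSA; 6-point qHTS titration about 60 µM downward; luminescence read.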
# VP16 counter: inhibits Gal4-VP16 luciferase reporter, ROR gamma counter-screen. Drosophila S2 Gal4-VP16 UAS-luciferase, luminescence, 20 h. Potency, µM (doses to about 53.6 µM), for the others: at the top dose activity, negative = inhibition, actives largely listed as inhibitors. hit rate 3.5% among 310,000. AID 2546;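 also: Gal4-VP16 expression switched on by copper sulfate through the metallothionein promoter; potency is read from the fitted curve at half-maximal effect; % is scaled to controls: 0 for no effect and ±100 for the full control effect; nearly all actives have a fitted effect of over 50% in size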
# ELG1 repair inh: blocks ELG1-dependent DNA repair in HEK293T cells; hit rate 2.3% among 330,000; HEK293T ELG1-luciferase reporter, luminescence, 16 h; DNA damage induced by 5-fluorouridine; Potency, µM (titrated, usually from 46.1 µM), for the others: top-dose activity change, negative = inhibition, most hits filed as inhibitors; also: potency is read from the fitted curve at half-maximal effect; % is scaled to controls: 0 for no effect and ±100 for the full control effect; nearly all actives have a fitted effect of over 55% in size
#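 5-Fluorouridine DNA damage + compound/DMSO, 2,000 cells/well, 16 h, 37 °C/5% CO2. ONE-Glo, 30 min RT, luminescence. Readout = decrease in reporter signal.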
# TRPV1 agonist: agonists of human vanilloid receptor 1 (TRPV1); hit rate 0.19% among 320,000; activation, % at 8.33 µM; Q8NER1; TRPV1-expressing cells, Fluo-8 calcium influx, agonist mode; in the data active = activation above about 80%; inconclusive = between about 30% and that limit; also: 0% is about no effect
#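 Cells expressing TRPV1 were dye-loaded with Fluo-8 and read kinetically: 10 s baseline, 3 min after compound (agonist portion), then 2 min after EC20 capsaicin (allosteric enhancer portion). Calcium-bound dye fluorescence at 480/520 nm.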
# NPC1 prom act: activates the NPC1 promoter; Huh7 NPC1 promoter luciferase reporter, 24 h; hit rate 2.4% among 320,000; Potency, µM (doses to about 9.22 µM), for inactives: top-dose activation, usual class: activators; AID 485313;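 also: potency is read from the fitted curve at half-maximal effect; % of control where 0% means no effect; nearly all actives have a fitted effect of over 60% in size; reporter is driven by a mutant NPC1 promoter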
#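 Quantitative HTS used a cell-based reporter: Huh7 cells stably bearing the NPC1 promoter upstream of luciferase were treated with compounds for 24 h, and promoter activation was read as luminescence.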
# Rab9 prom act: Rab9 promoter activation | Huh7 Rab9 promoter-luciferase reporter, luminescence, 24 h | hit rate 2.8% among 320,000 | Potency, µM (top dose mostly 9.22 µM), for inactives: top-dose activation, negative = inhibition, most hits filed as activators; also: potency is read from the fitted curve at half-maximal effect; % of control where 0% means no effect; nearly all actives have a fitted effect of over 60% in size
#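 Huh7 cells stably carrying a Rab9 promoter-luciferase reporter, 1500 cells per well in OP-MEM I with 10% FBS, treated with compound 24 hours at 37C. Luciferase activity read by luminescence after 10 minutes with Amplite reagent.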
# Tb PFK block: blocks T. brucei phosphofructokinase. O15648. T. brucei PFK, ADP-Glo luminescence. Potency, µM (series often up to 57.5 µM), for inactives: at the highest dose activity, negative = inhibition, usual class: inhibitors. hit rate 0.17% among 330,000. AID 485367;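 also: potency is read from the fitted curve at half-maximal effect; 0% = uninhibited 1x PFK enzyme wells and -100% = no-enzyme wells; nearly all actives have a fitted effect of over 60% in size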
# Target sequence (O15648 whole entry, looked up): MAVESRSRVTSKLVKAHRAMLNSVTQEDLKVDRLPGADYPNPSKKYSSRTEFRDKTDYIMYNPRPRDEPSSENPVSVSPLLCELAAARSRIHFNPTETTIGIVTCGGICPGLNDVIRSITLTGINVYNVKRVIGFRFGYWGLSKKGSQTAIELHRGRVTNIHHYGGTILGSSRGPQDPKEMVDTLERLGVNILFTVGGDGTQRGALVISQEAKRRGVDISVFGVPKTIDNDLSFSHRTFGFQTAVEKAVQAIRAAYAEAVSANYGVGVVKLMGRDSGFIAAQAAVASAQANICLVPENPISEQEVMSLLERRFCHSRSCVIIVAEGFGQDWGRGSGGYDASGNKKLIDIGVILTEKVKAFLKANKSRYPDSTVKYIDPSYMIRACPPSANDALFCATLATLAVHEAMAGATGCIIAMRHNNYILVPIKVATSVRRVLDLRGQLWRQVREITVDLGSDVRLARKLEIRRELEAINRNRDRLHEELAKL
#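 ADP-Glo luminescence quantified ADP after 45 min at room temperature, with 1.25 nM T. brucei PFK, 0.1 mM ATP and 0.5 mM fructose-6-phosphate in pH 8.0 TEA buffer. qHTS titrations up to 57 µM; curves classified by quality.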
# An asterisk follows results filed as active; ? = inconclusive; . = not tested or not shown; [ ] = another dose, or the depositor's remark. Unless noted, calls follow the shape of the dose curve; as a rule, active = well fitted curve in the direction sought with a large enough effect; inconclusive = small, poorly fitted or top-dose-only effect, or another doubt; inactive = no such curve, though single readings can be large; an effect the other way counts as inactive or inconclusive.
SMILES,ELG1 genotox,BRCA1 expr act,p53 reactivation,RORgamma inh,FLuc modulator,VP16 counter,ELG1 repair inh,TRPV1 agonist,NPC1 prom act,Rab9 prom act,Tb PFK block
O=C(COC(=O)Cc1ccc(Cl)c(Cl)c1)NCc1ccco1,-2%,11%,9%,.,2%,.,24%,?,0%,0%,?
N#Cc1cc2c(=O)n3ccccc3nc2n(CCCn2ccnc2)c1=N,3%,-2%,0%,12%,4%,-7%,6%,0,-4%,-2%,-1%
COc1ccc(OC)c(NC(=O)NNC(=O)COc2ccc([N+](=O)[O-])cc2)c1,-3%,-12%,-8%,-10%,7%,1%,7%,-2,-4%,1%,-5%
Cc1ccc(S(=O)(=O)N[C@H](C(=O)N2CCC(C(=O)N[C@H](C(=O)O)c3ccccc3)CC2)C(C)C)cc1,1%,1%,.,-4%,5%,-1%,18%,0,4%,-4%,2%
CCOC(=O)c1c(-c2ccccc2)oc2cc(Br)c(O)cc12,-6%,-24%,9%,0%,-3%,-28%,-3%,2,-3%,-2%[1.84 µM],4%
O=C(COC(=O)Cc1n[nH]c(=O)c2ccccc12)Nc1ncc(Cl)cc1Cl,-2%,-1%,-2%,.,4%,.,0%,-3,-1%,-2%,0%
Cc1ccc(CSCC(=O)N(C)CC(=O)Nc2ccccc2Cl)cc1,-2%,9%,-4%,.,-9%,.,3%,10,0%,-3%,1%
COc1cccc(C(=O)/C=C/Nc2ccc(S(=O)(=O)Nc3cnc4ccccc4n3)cc2)c1,13%,1%,?,?,?,?,?,14,6%,1%,-9%
O=C(COc1ccc(C(=S)N2CCOCC2)cc1)Nc1ccccc1C(F)(F)F,0%,-7%,-6%,-2%,0%,-11%,-4%,2,-5%,-7%,-9%
Cc1cc(=O)n2nc(N3CCC(C(=O)NCc4cccc(Cl)c4)CC3)sc2n1,8%,-1%,-2%,5%,3%,-2%,-1%,0,-6%,-2%,-4%
COC(=O)C1CCN(CC(=O)Nc2ccc(C(=O)Nc3ccccc3OC)cc2)CC1,0%,-14%,-9%,.,.,.,-13%,-1,0%,-1%,-7%
O=C(CCNC(=O)c1ccc(Cl)cc1)NNC(=O)c1ccc(F)cc1,3%,13%,2%,.,1%,.,15%,-1,2%,2%,21%
COC(=O)c1ccc(C2/C(=C(/O)c3ccc4c(c3)CC(C)O4)C(=O)C(=O)N2Cc2ccncc2)cc1 (configuration not stated),0%,8%,0%,3%,-1%,3%,13%,1,-5%,-5%,2%
CCOc1ccc2c(c1)C(c1ccc(C)cc1)=NNC(c1ccc(OC)cc1)=N2,7%,-27%,10%,16%,-19%,10%,-18%,1,0%,-7%,-3%
CCN(C(=O)COC(=O)c1nc2nc(C)cc(C)n2n1)C1CCCCC1,0%,4%,1%,.,-3%,.,4%,-3,2%,-5%,-1%

# Part of the list above, bar-delimited.
compound | ELG1 genotox | BRCA1 expr act | p53 reactivation | RORgamma inh | FLuc modulator | VP16 counter | ELG1 repair inh | TRPV1 agonist | NPC1 prom act | Rab9 prom act | Tb PFK block
N#Cc1cc2c(=O)n3ccccc3nc2n(CCCn2ccnc2)c1=N | 3% | -2% | 0% | 12% | 4% | -7% | 6% | 0 | -4% | -2% | -1%
COc1ccc(OC)c(NC(=O)NNC(=O)COc2ccc([N+](=O)[O-])cc2)c1 | -3% | -12% | -8% | -10% | 7% | 1% | 7% | -2 | -4% | 1% | -5%

# The list goes on.
SMILES,ELG1 genotox,BRCA1 expr act,p53 reactivation,RORgamma inh,FLuc modulator,VP16 counter,ELG1 repair inh,TRPV1 agonist,NPC1 prom act,Rab9 prom act,Tb PFK block
COCCn1c(CCc2ccccc2)n[nH]c1=S,0%,-8%,-3%,11µM*,2%,?,15%,2,-5%,-2%,0%
C[C@H](NC(=O)[C@@H]1CSC2c3ccccc3C(=O)N21)C(=O)NCCc1ccccc1 (some centres not stated),14%,2%,?,18%,-14%,-3%,?,-4,20%,27%,2%
Cc1noc(C)c1COc1ccc(C(=O)OCC(=O)Nc2ccc3ccccc3c2)cc1,7%,11%,5%,22%,-1%,-1%,8%,-2,3%,13%,-3%
O=C(c1ccccc1)N1CCCCC(Sc2nnnn2-c2ccccc2)C1=O (configuration not stated),1%,30%,2%,?,1%,-7%,1%,9,1%,2%,15%
O=C(CN(Cc1ccccc1Cl)S(=O)(=O)c1ccc(Cl)cc1)N/N=C/c1ccc(C(=O)O)cc1,8%,-2%,-4%,-11%,-1%,-10%,12%,1,4%,4%,20%
Cc1cc(=O)n2[nH]c(C)c(-c3ccc(Cl)cc3)c2n1,-25%,-51%,-23%,7.1µM*,11%,16µM*,?,-3,-4%,0%,-1%
O=C(CNC(=O)c1ccccc1O)N/N=C/c1cc(Br)ccc1OC(=O)/C=C/c1ccco1,-4%,-60%,-1%,5.6µM*,-11%,-7%,4.1µM*,14,-40%[inhibitor],-23%,10%
CCOC(=O)c1sc(NC(NC(=O)c2ccco2)(C(=O)OC)C(F)(F)F)nc1C (configuration not stated),-3%,-44%,2%,31%,0%,2%,?,-2,-4%,0%,-4%
Cc1ccc(NC(=O)N2CCCC2C(=O)NCCC2=CCCCC2)cc1 (configuration not stated),5%,6%[1.84 µM],4%,0%,6%,2%,-1%,19,0%,0%,-5%
CCCCNC(=O)CN1C(=O)NC2(CCCc3ccccc32)C1=O (configuration not stated),1%,-8%,4%,15%,0%,-2%,1%,-2,1%,1%,-1%
Cc1ccn(Cc2n[nH]c(=S)n2Cc2ccccc2)n1,4%,7%,-5%,-40%,6%,-10%,-4%,-3,1%,-2%,-10%
CCCCNC(=O)NNC(=O)C1CC1(c1ccccc1)c1ccccc1 (configuration not stated),0%,6%,-2%,-19%,0%,2%,0%,-2,0%,0%,-10%
Cc1cc(NC(=O)CCC(=O)N(c2cccnc2)C(C(=O)NC2CCCC2)c2ccccc2)no1 (configuration not stated),-2%,-18%,1%,6%,0%,4%,-3%,1,-2%,4%,1%
O=C(COC(=O)c1cnccn1)NC(=O)c1ccccc1,0%,1%,0%,.,7%,.,15%,0,0%,-5%,3%
Cc1cc(C)n(CC(=O)N2CCc3ccccc32)c(=O)c1C#N,0%,1%,2%,-6%,-1%,-9%,29%,0,2%,1%,0%
COc1ccc(C2C=C(C)Nc3nc(SC)nn32)cc1 (configuration not stated),0%,-7%,-24%,1%,-1%,-8%,2%,30,0%,0%,2%
Cc1cc(N2CCN(C)CC2)ccc1NC(=O)c1ccc(-c2ccc(Cl)cc2)o1,-1%,-13%,22%,.,?,.,-4%,2,-10%,4%,-1%
CC1Cc2nc(SCC(N)=O)n(Cc3ccccc3)c(=O)c2S1 (configuration not stated),2%,0%,-5%,24%,-2%,-4%,-4%,2,0%,-5%,3%
CCOCCCNCc1ccc(OCc2ccccc2C)c(OC)c1,0%,-30%,-5%,-33%,-3%,-4%,7%,10,0%,-2%,0%
O=C1C=C(c2cc(F)ccc2F)C[C@@H](c2ccc(F)cc2)C1,0%,0%,3%,.,-4%,.,8%,?,2%,-2%,-2%
N#Cc1nc(Cc2cccc3ccccc23)oc1NCc1ccco1,1%,-3%,19%,26%,-18%,0%,?,?,-1%,0%,-4%
COc1ccc(N=C2SC(CC(=O)Nc3ccccc3)C(=O)N2CCN2CCOCC2)cc1 (configuration not stated),3%,5%,3%,1%,3%,-23%,0%,7,0%,0%,1%
CSCC[C@H](NC(=O)Cc1c(C)c2c(cc(C)c3c(C)coc32)oc1=O)C(=O)O,1%,4%,5%,-6%,19µM*,0%,-2%,10,-3%,-9%,30%
CCCC1CCc2c(sc(NC(=O)c3cccs3)c2C(N)=O)C1 (configuration not stated),5%,11µM*,2%,23%,3.4µM*,10%,?,1,?,?,-7%
COc1ccc(OCc2cc(C(=O)N(C)CCC3CCOCC3)no2)c(Cl)c1,?,?,-2%,?,17µM*,?,?,25,?,?,-6%
CC(C)c1c(C(=O)N/N=C/c2ccccc2C(=O)O)nnn1-c1nonc1N,1%[9.26 µM],12%,5%,0%,-11%,-11%,21%,?,-1%,2%,0%
CC(Sc1nnnn1C)C(=O)Nc1ccc2c(c1)OCCO2 (configuration not stated),19%,75%,8%,0%,?,-4%,0%,0,16%,22%,2%
O=C(c1ccccn1)N(Cc1ccco1)C1(C(=O)NC2CCCCC2)CCCCC1,0%,4%,-5%,-1%,1%,2%,-6%,17,-1%,2%,1%
O=C(Nc1ccc(F)cc1)Nc1nnc(-c2ccco2)s1,20%,40%,0%,?,-19%,?,?,0,?,2.8µM*,0%
O=C(COC(=O)/C=C/c1ccccc1[N+](=O)[O-])NC1CCS(=O)(=O)C1 (configuration not stated),-2%,0%,4%,0%,-1%,-17%,2%,-4,1%,-4%,1%

# High-throughput results: PubChem BioAssay, National Center for Advancing Translational Sciences (NCATS)
